SNCA expr inh: reduces expression of the alpha-synuclein gene. AID 1671194. HEK-293 SNCA-luciferase knock-in, luminescence, 24 h. 140,000 compounds, 0.17% hits. Potency, µM (doses to about 57.2 µM), inactives show at the highest dose activity change, negative = inhibition, usual class: inhibitors;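 note: potency is the fitted concentration of half-maximal effect; plate controls were DMSO cells for no effect and cell-free wells for full effect; nearly all actives have a fitted effect of over 45% in size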
Luciferase inh: Photinus pyralis luciferase inhibition; Potency, µM (doses to about 115 µM), for inactives: top-dose activity change, negative = inhibition, usual class: inhibitors; AID 1347043; purified P. pyralis luciferase, luminescence, biochemical; P08659; 76,000 compounds, 2.5% hits; note: potency is the fitted concentration of half-maximal effect; nearly all actives have a fitted effect of over 65% in size
Target sequence (P08659 whole entry, looked up): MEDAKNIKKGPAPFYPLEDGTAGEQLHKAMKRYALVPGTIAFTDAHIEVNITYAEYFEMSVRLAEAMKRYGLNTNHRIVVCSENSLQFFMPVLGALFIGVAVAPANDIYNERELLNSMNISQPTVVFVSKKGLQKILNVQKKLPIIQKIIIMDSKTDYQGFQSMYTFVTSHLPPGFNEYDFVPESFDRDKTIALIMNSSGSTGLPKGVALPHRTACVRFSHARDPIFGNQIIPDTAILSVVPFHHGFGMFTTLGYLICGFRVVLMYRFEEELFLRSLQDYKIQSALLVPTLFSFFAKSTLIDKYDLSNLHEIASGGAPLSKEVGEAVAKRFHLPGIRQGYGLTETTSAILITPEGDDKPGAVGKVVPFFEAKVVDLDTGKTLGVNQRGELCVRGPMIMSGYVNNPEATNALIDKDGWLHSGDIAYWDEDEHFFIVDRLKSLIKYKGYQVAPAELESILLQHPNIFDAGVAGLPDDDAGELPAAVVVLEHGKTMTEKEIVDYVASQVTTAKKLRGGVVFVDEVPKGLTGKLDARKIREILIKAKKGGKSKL
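Purified P. pyralis luciferase (10nM final) in 50mM Tris acetate pH 7.5, 10mM Mg acetate, 0.01% Tween-20, 0.05% BSA with 10uM D-luciferin and 10uM ATP. Compounds titrated qHTS. Luminescence imaged on CCD.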
HEK293 viab: counter-screen for SNCA expression inhibitors: cell viability | 150,000 compounds, 0.12% hits | AID 1671193 | HEK-293-SNCA-luc viability, GF-AFC fluorescence, 24 h | Potency, µM (doses to about 57.1 µM), without a hit: top-dose activity change, negative = cytotoxicity, actives largely listed as cytotoxic;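 note: potency is the fitted concentration of half-maximal effect; 0% = DMSO-treated cells and -100% = medium-only wells without cells; nearly all actives have a fitted effect of over 30% in size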
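HEK-293-SNCA-luc cells (1500/well) plated 24 h, then exposed 24 h to a dilution series; GF-AFC added 30 min at 37C, fluorescence 405/540 nm; normalised to medium-only and DMSO wells, Hill fit.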
HEK cytotox: HEK 293 cell cytotoxicity | HEK 293 viability, ATP luminescence (CellTiter-Glo), 48-72 h | Potency, µM (doses to about 115 µM), inactives show at the top dose activity change, negative = cytotoxicity, hits mostly inhibitors | 94,000 compounds, 6.6% hits | AID 1345083; note: potency is the fitted concentration of half-maximal effect; nearly all actives have a fitted effect of over 60% in size
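qHTS cytotoxicity; HEK 293, 250 cells/well; compound pinned; 48 or 72 hr, 37 degree Celsius, 5% CO2, 95% humidity; CellTiter-Glo, 10 min RT; luminescence (ATP).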
NIH3T3 tox: cytotoxic compounds in NIH 3T3 cells; 94,000 compounds, 4.3% hits; Potency, µM (titrated, usually from 96.7 µM), inactives show at the top dose activity change, negative = cytotoxicity, actives largely listed as inhibitors; NIH 3T3 viability, CellTiter-Glo ATP luminescence, 48-72 h; note: potency is the fitted concentration of half-maximal effect; nearly all actives have a fitted effect of over 55% in size
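Luminescent ATP readout (CellTiter-Glo, 10 min RT) after 48 or 72 hr compound exposure of NIH 3T3 cells seeded at 400 cells/well in 1536-well format; quantitative HTS.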
IP6K1 inhibitor: IP6K1 kinase inhibition | IP6K1 kinase, ADP-Glo luminescence, 2 h; hits give low values | activity change, % (series mostly up to about 58 µM) | 140,000 compounds, 0.81% hits | AID 1645851; in the data active = activity change below about -25%
Target sequence (Q92551 whole entry, looked up): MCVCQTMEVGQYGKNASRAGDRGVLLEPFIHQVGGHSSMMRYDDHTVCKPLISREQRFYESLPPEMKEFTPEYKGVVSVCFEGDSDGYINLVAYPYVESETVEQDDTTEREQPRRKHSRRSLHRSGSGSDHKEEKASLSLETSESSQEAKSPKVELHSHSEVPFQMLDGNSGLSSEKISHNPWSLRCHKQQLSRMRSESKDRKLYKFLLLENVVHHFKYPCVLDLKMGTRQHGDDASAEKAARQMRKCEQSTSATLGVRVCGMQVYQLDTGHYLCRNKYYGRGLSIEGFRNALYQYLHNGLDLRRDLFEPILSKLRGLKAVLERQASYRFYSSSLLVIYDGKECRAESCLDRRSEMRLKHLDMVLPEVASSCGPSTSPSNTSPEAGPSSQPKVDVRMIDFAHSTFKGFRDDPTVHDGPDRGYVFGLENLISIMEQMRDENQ
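ADP-Glo luminescence measures ADP made by human IP6K1 during a 2 h RT reaction with ATP/IP6 (mix at 1.3 mM/130 uM); top library doses 57.5 and 19.1 uM final.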
GPT2 inh: inhibitors of human GPT2 alanine aminotransferase; 100,000 compounds, 0.25% hits; Potency, µM (series often up to 57.7 µM), inactives show at the highest dose activity change, negative = inhibition, most hits filed as inhibitors; AID 1671188; Recombinant GPT2, coupled pyruvate oxidase/HRP Amplex Red fluorescence; Q8TD30; note: potency is the fitted concentration of half-maximal effect; nearly all actives have a fitted effect of over 60% in size; many of its hits are not listed in these tables
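Recombinant GPT2 (10ng/uL) with 250uM a-KG and 2mM L-alanine, 30 min at room temperature, in HEPES pH 7.5 buffer. Pyruvate detected by pyruvate oxidase/HRP/Amplex Red fluorescence after 30 min in the dark; AOA (50uM) as positive control.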
The depositor's hits bear a star; i = inactive; u = inconclusive; x = no result given; [ ] = remark or other dose. Unless noted, calls come from the whole dose curve; as a rule, active = well fitted curve in the direction sought with a large enough effect; inconclusive = small, poorly fitted or top-dose-only effect, or another doubt; inactive = no such curve, though single readings can be large; an effect the other way counts as inactive or inconclusive. Unless noted, % is set by controls: 0 for no effect and ±100 for the full control effect.

structure	SNCA expr inh	Luciferase inh	HEK293 viab	HEK cytotox	NIH3T3 tox	IP6K1 inhibitor	GPT2 inh
COc1cccc(CNC(=O)c2cccc(-n3c(C)nc4cccnc43)c2C)c1	8%	x	2%	x	x	14	x
CCCCN(CCCC)C(=O)c1cc2c(=O)n3ccccc3nc2s1	-1%	x	u	x	x	-4	x
O=S(=O)(c1ccccc1)N1CC(n2cnnc2-c2ccccc2)C1	9%	x	-6%	-6%	-17%	13	i
CC(C)(C)c1ccc(C(=O)N2CCC(c3nc(-c4ccc(S(=O)(=O)N5CCCC5)cc4)no3)CC2)cc1	33%[activator]	x	2%	x	x	-14	x
CC(=O)N(Cc1cccnc1)c1nc2c(C)cc(C)cc2s1	52%[activator]	x	-4%	x	x	7	x
CCC(CC)C(=O)Nc1nnc(SCc2cc(=O)c3ccccc3[nH]2)s1	-12%	x	-4%	x	x	-20	x
O=C(Nc1ccc(N2CCOCC2)cc1)C1CCN(c2cn[nH]c(=O)c2)C1 (configuration not stated)	-4%	-1%	-6%	-2%	-17%	11	u
COc1ccc(-c2nn(-c3ccccc3C)cc2CN(C)C(C)c2ccncn2)cc1F (configuration not stated)	-1%	-5%	-17%	-25%	-24%	10	i
CCCCNC(=O)N1CCC2(CC1)SCC(=O)N2c1ccc(OC)cc1	15%	-11%	-4%	-1%	u	-9	i
Cc1cccc(N(C)S(=O)(=O)c2cc3[nH]c(=O)c(=O)[nH]c3cc2C)c1	-19%	x	-3%	x	x	3	x
CCn1c(=O)c2cc(C(=O)NCCCOC)sc2c2ccccc21	70%[activator]	x	-4%	x	x	10	x
Cc1cc(C(=O)N2CCCCCCNC(=O)[C@@H]3C[C@@H](c4nc(Cc5ccccc5)no4)C[C@@H]32)n(C)n1	23%	-5%	-9%	-1%	u	8	-1%
O=C(c1ccoc1)N1CCCC1c1nc(C2CCOCC2)no1 (configuration not stated)	-29%	0%	-15%	-13%	-5%	7	4%
Cc1ccoc1C(=O)N1CCCn2ccnc2C1c1cnn(C)c1 (configuration not stated)	u	-4%	0%	i	i	3	u
CCCOC(=O)N1CCCC2(CCC(=O)N(Cc3ccccc3)C2)C1 (configuration not stated)	-11%	2%	2%	i	0%	25	-1%[11.5 µM]
O=C(CN1CCN(c2ncccn2)CC1)NCCc1nc(-c2cccnc2)no1	-9%	4%	3%	-10%	-17%	6	-29%
COc1ccc(-c2[nH]ncc2CN2CCCN(S(=O)(=O)c3ccccc3)CCC(=O)NCC2)cc1	-3%	11%	-1%	u	u	2	-4%
Cc1ccc(C(=O)N2CCC3(CC2)NC(=O)N(Cc2ccccc2)C3=O)cc1F	-19%	21%	7%	u	-16%	9	i
Cc1ccc(-c2noc(CSc3nnc(C)n3-c3ccc(F)cc3)n2)cc1	26%	x	-5%	x	x	7	x
O=C(c1cccc(Cl)c1)N1CCN(C(=O)c2cccc(-c3ccccn3)c2)CC1	-29%	x	-1%[12.5 µM]	u	u	-9	i
O=C(CNC(=O)c1ccccc1Cl)OCc1cc(=O)n2nc(C3CC3)sc2n1	27%	x	9%	x	x	-11	x
O=C(CSc1nc2c([nH]c3ccccc32)c(=O)n1-c1ccc(Cl)cc1)NC1CCCCC1	32%[activator]	x	5%	x	x	-7	x
COc1cc(OC)c(C(=O)N2Cc3cnc(CC(C)C)nc3C2)cc1OC	-2%	6%	-1%	1%	-8%	-4	-5%
CC(C)N1C[C@H](C(=O)NCCCc2ccccc2)[C@H](C(=O)O)C1	-4%	-11%	11%	1%	-7%	1	i
COCC(=O)NC[C@H]1OC[C@@H](NCc2ccc(C)cc2)[C@@H]1O	-20%[87.6 µM]	1%[172 µM]	0%[87.6 µM]	4%[172 µM]	2%[174 µM]	-12	-7%[88.5 µM]
Cc1ccc(S(=O)(=O)N2CC(C(=O)NC3CCCCC3)C3(CCOCC3)C2)cc1 (configuration not stated)	-6%	-1%	-14%	-14%	-30%	-5	i
CC(C)CC(=O)NCCn1cc(C(=O)O)c(=O)cc1C(O)c1ccccc1 (configuration not stated)	x	x	-4%	x	x	3	u
CCN(Cc1nc(-c2ccc(OC)cc2)oc1C)S(=O)(=O)c1ccc(C)cc1	2%	x	-25%	x	x	-13	x
O=C(C[C@@H]1C[C@H]2O[C@H](CNCc3ccccc3Cl)[C@@H](O)[C@H]2O1)N1CCOCC1	3%[87.6 µM]	-3%[172 µM]	2%[87.6 µM]	-9%[172 µM]	-5%[174 µM]	19	-6%[88.5 µM]
COc1ncc(CN2CCc3c(n(CCOc4ccccc4)n(-c4ccccc4)c3=O)C2)cn1	15%	3%	7%	i	u	-9	-3%

Continued.
Each structure is followed by: SNCA expr inh | Luciferase inh | HEK293 viab | HEK cytotox | NIH3T3 tox | IP6K1 inhibitor | GPT2 inh
Cn1nc(-c2nncn2CC2CC2)c2c1CCN(C(=O)CC1CCCC1)C2
  4% | 0% | -3% | i | -3% | 8 | 2%
COCC(=O)N(C[C@H]1O[C@@H](CC(=O)NC2CC2)[C@H](O)[C@@H]1O)C[C@H]1O[C@@H](CC(=O)NC2CC2)[C@H](O)[C@@H]1O
  -12% | 14% | -1% | -3% | i | -5 | -1%
CC(C)C(C#N)O[C@@H]1O[C@H](CO[C@@H]2O[C@@H](C)[C@H](O)[C@@H](O)[C@H]2O)[C@@H](O)[C@H](O)[C@H]1O (some centres not stated)
  x | x | 7%[23.9 µM] | x | x | 1 | i
O=C(c1ccccn1)N1CCC2(CC1)CC(OCC1CC1)CCO2 (configuration not stated)
  2% | -5% | -6%[12.5 µM] | -1% | i | 7 | i
O=C1c2ccccc2S(=O)(=O)N1CCCCN1CCN(c2ncccn2)CC1
  -6%[25.6 µM] | x | 8%[23.9 µM] | x | x | 2 | i
COCCNC(=O)CCc1c(C)nn(-c2ccccc2)c1Oc1ccc(F)cc1F
  14% | 5% | -13% | u | -21% | -16 | i
C[C@@H](O)[C@H](N)C(=O)N1CCc2onc(-c3cccc4ccccc34)c2C1
  -8% | -2% | -11% | -24% | -7% | -9 | -1%
CCOC(=O)CNC(=O)Nc1cc(C(=O)NCc2ccc(C(C)C)cc2)ccc1N1CCCC1
  -16% | x | -6% | x | x | -7 | x
CN1CCN([C@H]2[C@@H]3OC[C@@H](O3)[C@@H](NC(=O)Nc3ccccc3)[C@@H]2O)CC1
  u | -4%[172 µM] | -12%[87.6 µM] | -10%[172 µM] | -5%[174 µM] | -6 | 3%[88.5 µM]
Cc1ccccc1-c1noc(CCC(=O)Nc2cccc(C)c2C)n1
  27% | x | 9% | x | x | -6 | x
Cc1cc(/C=C(\C#N)C(=O)Nc2ccccc2)c(C)n1-c1ccc(F)cc1
  62%[activator] | x | 10% | x | x | -2 | x
C#CCN(C)C(=O)[C@@H]1CCCN1[C@H](CC(C)C)C(=O)NC
  -4%[87.6 µM] | 12%[172 µM] | 1%[87.6 µM] | -8%[172 µM] | -10%[138 µM] | 2 | 1%[88.5 µM]
CC(C)c1noc(C2CCCN(C(=O)C3CC3)CCC(=O)NCC2)n1 (configuration not stated)
  -2% | -3% | 11% | -4% | -6% | 12 | -8%
O=C1NCCCCCCN(Cc2ccncc2)[C@@H]2CN(C(=O)Nc3ccccc3)CC[C@H]12
  u | 1% | -24% | -25% | u | 25 | i
CN1CCC(Oc2nccnc2N2CCc3ccccc3C2)C1 (configuration not stated)
  -11% | 2% | 6% | u | u | 33 | i
CC(C)c1nc(-c2ccc(OC3CCN(C(=O)c4ccoc4)C3)cc2)no1 (configuration not stated)
  0% | x | 17% | 32µM* | u | 4 | 5%

3 entries out of the list, sorted by SMILES length, descending.
Each structure is followed by: SNCA expr inh | Luciferase inh | HEK293 viab | HEK cytotox | NIH3T3 tox | IP6K1 inhibitor | GPT2 inh
CC(C)C(C#N)O[C@@H]1O[C@H](CO[C@@H]2O[C@@H](C)[C@H](O)[C@@H](O)[C@H]2O)[C@@H](O)[C@H](O)[C@H]1O (some centres not stated)
  x | x | 7%[23.9 µM] | x | x | 1 | i
CN1CCN([C@H]2[C@@H]3OC[C@@H](O3)[C@@H](NC(=O)Nc3ccccc3)[C@@H]2O)CC1
  u | -4%[172 µM] | -12%[87.6 µM] | -10%[172 µM] | -5%[174 µM] | -6 | 3%[88.5 µM]
C#CCN(C)C(=O)[C@@H]1CCCN1[C@H](CC(C)C)C(=O)NC
  -4%[87.6 µM] | 12%[172 µM] | 1%[87.6 µM] | -8%[172 µM] | -10%[138 µM] | 2 | 1%[88.5 µM]

Rewritten with each value named: part of the list above.
> CCCCN(CCCC)C(=O)c1cc2c(=O)n3ccccc3nc2s1
  SNCA expr inh: -1%	Luciferase inh: x	HEK293 viab: u	HEK cytotox: x	NIH3T3 tox: x	IP6K1 inhibitor: -4	GPT2 inh: x

> O=S(=O)(c1ccccc1)N1CC(n2cnnc2-c2ccccc2)C1
  SNCA expr inh: 9%	Luciferase inh: x	HEK293 viab: -6%	HEK cytotox: -6%	NIH3T3 tox: -17%	IP6K1 inhibitor: 13	GPT2 inh: i

> CC(C)(C)c1ccc(C(=O)N2CCC(c3nc(-c4ccc(S(=O)(=O)N5CCCC5)cc4)no3)CC2)cc1
  SNCA expr inh: 33%[activator]	Luciferase inh: x	HEK293 viab: 2%	HEK cytotox: x	NIH3T3 tox: x	IP6K1 inhibitor: -14	GPT2 inh: x

High-throughput results deposited in PubChem BioAssay by National Center for Advancing Translational Sciences (NCATS).
